Yeast life ext: extends the lifespan of yeast; inhibition of the nicotinamide effect, % at 10 µM; S. cerevisiae growth with nicotinamide, OD615; deaD strain in restrictive glucose medium; 130,000 compounds, 0.68% hits;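 active means inhibition above a set limit, placed 3 SD over the median of all compounds, cut at about 26% in these data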;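 further: 0% = nicotinamide-treated wells and 100% = cells grown without nicotinamide; some compounds called inactive have numbers as strong as hits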
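Buffer or medium: CSMM-D glucose medium, restrictive; test system: modified budding yeast, DeaD strain; compound: single dose 10 µM compound, 0.25% DMSO; schedule: culture preincubation 4 h, compound exposure 48 h, both 30 °C; detection: optical density (absorbance) at 615 nm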
GALR2 blocker: GALR2 (human) receptor antagonism. O43603. GALR2-expressing cells, antagonist mode. inhibition, % at 4 µM. 140,000 compounds, 0.39% hits. AID 828; in the data active means inhibition above about 27%;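 further: cells stimulated with galanin 1-16 at roughly its EC80; 0% = agonist challenge control and 100% = basal control without agonist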
Target sequence (O43603 whole entry, looked up): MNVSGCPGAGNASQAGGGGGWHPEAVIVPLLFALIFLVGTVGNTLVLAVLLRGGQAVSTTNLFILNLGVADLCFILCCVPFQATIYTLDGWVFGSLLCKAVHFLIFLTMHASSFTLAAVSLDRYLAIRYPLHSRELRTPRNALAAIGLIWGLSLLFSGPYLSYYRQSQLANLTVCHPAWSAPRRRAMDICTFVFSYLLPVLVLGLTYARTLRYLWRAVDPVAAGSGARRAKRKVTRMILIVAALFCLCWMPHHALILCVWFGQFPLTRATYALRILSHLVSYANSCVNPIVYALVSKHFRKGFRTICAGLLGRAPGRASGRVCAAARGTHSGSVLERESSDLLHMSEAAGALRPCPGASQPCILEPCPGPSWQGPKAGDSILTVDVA
NPY-Y2 antag: blocks the human neuropeptide Y Y2 receptor; P49146; NPY-Y2 expressing cells, antagonist mode; inhibition, % at 2.7 µM; 140,000 compounds, 0.99% hits; in the data active means inhibition above about 17%;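 further: 0% = vehicle with agonist challenge and 100% = reference antagonist with challenge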
Target sequence (P49146 whole entry, looked up): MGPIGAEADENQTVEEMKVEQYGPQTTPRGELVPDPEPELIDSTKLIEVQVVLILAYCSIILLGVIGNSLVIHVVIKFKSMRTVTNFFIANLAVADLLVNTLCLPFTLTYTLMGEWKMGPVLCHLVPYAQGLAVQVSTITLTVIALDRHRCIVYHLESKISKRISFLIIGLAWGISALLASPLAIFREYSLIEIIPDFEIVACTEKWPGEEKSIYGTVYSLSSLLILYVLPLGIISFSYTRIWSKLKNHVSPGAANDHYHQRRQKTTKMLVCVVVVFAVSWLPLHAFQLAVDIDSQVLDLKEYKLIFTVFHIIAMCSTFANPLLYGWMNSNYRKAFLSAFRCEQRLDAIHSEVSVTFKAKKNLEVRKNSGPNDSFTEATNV
BB579 growth dn: yeast BB579 growth reduction in restrictive medium | 140,000 compounds, 0.51% hits | inhibition, % at 10 µM | S. cerevisiae BB579 growth, OD615, 48 h;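 active means inhibition above a set limit, 3 SD over the mean compound inhibition, cut at about 44% in these data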; further: inactives centre near -24
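Test system: Saccharomyces cerevisiae DeaD strain BB579, replicative lifespan model yeast | Buffer or medium: Restrictive CSMM-D medium | Doses: One dose, 10 µM compound with 0.25% DMSO | Incubation: 48 h exposure, 30 °C | Detection: Culture absorbance at 615 nm | Control set: Amphotericin B at 10 µg/mL as positive control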
Measles CPE: protection of cells from measles virus. Measles virus-infected cells, CPE protection, absorbance. protection (pct of control), % at 4 µM. 140,000 compounds, 1.5% hits. AID 841; in the data active means protection mostly above about 24%, no sharp cut-off; inactive means mostly below about 26%; further: some compounds called inactive have numbers as strong as hits
E-sel TNF inh: TNF alpha driven E-selectin expression inhibition. HUVEC TNFa-induced E-selectin immunofluorescence, high content. inhibition, % at 2 µM. 120,000 compounds, 0.71% hits;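 active means inhibition above the batch mean plus 3 SD, and confirmed as a hit on visual image review, cut at about 43% in these data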;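 further: 0% = TNF-stimulated DMSO wells and 100% = unstimulated control wells; not every result past the cut was called active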
MRP-1 activ: MRP-1 activation; 140,000 compounds, 0.61% hits; H69AR cells + doxorubicin, viability rescue, CellTiter-Glo; AID 799; viability increase, % at 10 µM;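 active means viability gain under doxorubicin at or above a set limit, the compound median plus 3 SD, cut at about 4.7% in these data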;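 further: MRP-1 overexpressing cells given doxorubicin 25 µM after compound pretreatment; 18-22 h compound pretreatment then 72 h with doxorubicin before readout; 0% = doxorubicin-only wells and 100% = vehicle-treated cells without doxorubicin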
bCat KO growth: beta-catenin-lacking colon tumor cell growth suppression; HCT116 beta-catenin knockout viability, CellTiter-Glo, 60 h; active compounds read low; 140,000 compounds, 1.5% hits; viability, % at 10 µM;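 active means viability at or under a set limit, the compound median less 4 SD, cut at about 6% in these data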;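 further: 0% = Hyamine 1622 control at 20 µM and 100% = untreated cell control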
Phagocyt inh: macrophage phagocytosis inhibition; J774A.1 macrophage IgG-bead phagocytosis, imaging; inhibition, % at 5 µM; 110,000 compounds, 0.07% hits;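 active means inhibition above the mean of the plate negative controls plus 5 SD, cut at about 13% in these data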;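 further: phagocytic index as fraction of beads internalized from green versus red external bead signal; plate controls were DMSO negative control for no effect and cytochalasin-D positive control for full effect; some results beyond the cut were filed as inactive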
HCT116 PTEN-null: growth suppressors of cells with PTEN tumor suppressor deletion; HCT116 PTEN-null viability, CellTiter-Glo, 60 h; active compounds read low; viability, % at 10 µM; 140,000 compounds, 1.2% hits; AID 827;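 active means viability at or below a set limit, 4 SD under the median of all tested compounds, cut at about 3.7% in these data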;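 further: PTEN knockout HCT116 line with beta catenin targeted HCT116 as companion control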
* = called active by the depositor; . = no result given.

nr	smiles	E-sel TNF inh	MRP-1 activ	HCT116 PTEN-null	bCat KO growth	Yeast life ext	Measles CPE	BB579 growth dn	GALR2 blocker	Phagocyt inh	NPY-Y2 antag
1	Cc1nc2c(C(=O)NCc3cccs3)cnn2c(C)c1Cc1ccccc1	-2	-0.3	92	97	1	9	1	-4	-6	3
2	Cc1cccc2cc(CN(CC3CCCO3)C(=O)c3ccco3)c(=O)[nH]c12 (stereo not given)	.	-0.6	124	105	8	21	-82	-7	1	0
3	COC(=O)COc1ccc(S(=O)(=O)NCCC2=CCCCC2)cc1C	-3	-2.9	94	87	-1	11	-34	3	0	6
4	COc1ccc(/C=N/NC(=O)Nc2cccc3nsnc23)cc1OC	.	-4.3	88	88	-4	1	0	3	-2	0
5	COc1ccc(CNC(=O)C2CCCN2C(=O)NC2CCCCC2)cc1 (stereo not given)	4	1.2	105	96	-3	.	-39	-9	0	-1
6	Cn1c(C(=O)O)c(CC(=O)Nc2ccc3c(c2)OCCO3)c2ccccc21	1	-3.0	102	91	-7	26	-2	2	1	4
7	C=CCn1c(-c2ccc(OC)cc2)csc1=Nc1c(C)n(C)n(-c2ccccc2)c1=O	3	0.8	78	80	100*	2	-38	3	1	2
8	Cc1ccc(Cl)cc1NC(=O)CC(O)(C(F)(F)F)C(F)(F)F	-4	-2.6	16	23	16	5	-102	0	-6	2
9	CCc1cc(=O)oc2cc(C)cc(OC(=O)c3ccco3)c12	-21	-1.7	91	92	-5	7	-31	18	0	5
10	Cc1nnc(-c2cccc(Br)c2)c2cn(-c3ccccc3)nc12	-54	-3.3	75	86	-10	9	-22	5	-2	-1

nr	smiles	E-sel TNF inh	MRP-1 activ	HCT116 PTEN-null	bCat KO growth	Yeast life ext	Measles CPE	BB579 growth dn	GALR2 blocker	Phagocyt inh	NPY-Y2 antag
11	COc1ccc(-c2csc(C3=C(O)CN(Cc4ccc(Cl)cc4)C3=N)n2)cc1OC	2	-0.7	91	104	-8	1	-17	-16	-2	3
12	Cc1nc(SCC(=O)c2ccc(Cl)s2)c2oc3ccccc3c2n1	.	1.1	96	93	-17	15	2	-1	0	3
13	CCOC(=O)NC1(NC2CCCCC2)Oc2ccccc2O1	12	-6.2	82	98	11	5	-36	-5	-1	-1
14	CCC1=C(OC(=O)c2ccccc2)C(C)(C)C(c2ccccc2)OC1=O (stereo not given)	-25	-3.5	88	85	-6	22	-14	-1	0	5
15	O=C(C1=NN[C@@H]2C(=O)N(c3cccc(C(F)(F)F)c3)C(=O)[C@H]12)c1ccc2ccccc2n1	-17	1.6	98	96	2	11	-46	-3	.	11
16	CCC1=NN(C(=O)c2cccc(Br)c2)C(O)(c2ccc(Br)cc2)C1 (stereo not given)	-4	-3.3	20	18	-8	2	-17	7	5	1
17	CCn1ncc(/C=C/C(=O)Nc2c(C)nn(Cc3ccc(Cl)cc3Cl)c2C)c1C	-29	-3.4	27	23	-13	1	-18	19	0	-1
18	COc1ccc(N=C(C)C2=C(O)COC2=O)cc1	-4	-1.2	94	93	-13	9	-41	-14	0	2
19	COC(=O)CCC(=O)Nc1ccc(Cl)c(Cl)c1	12	-0.8	91	83	-15	3	-27	1	-1	-1
20	COc1ccc(C2SCCN2C(=S)Nc2cccc(C(F)(F)F)c2)cc1 (stereo not given)	.	-2.2	67	78	-5	23	10	-3	-11	5

nr	smiles	E-sel TNF inh	MRP-1 activ	HCT116 PTEN-null	bCat KO growth	Yeast life ext	Measles CPE	BB579 growth dn	GALR2 blocker	Phagocyt inh	NPY-Y2 antag
21	O=C(NCCc1ccccc1)C(NS(=O)(=O)c1cccc2nsnc12)c1ccccc1 (stereo not given)	-8	-1.6	84	88	3	7	-44	-2	-2	3
22	O=Nc1ccc(NOC(=O)c2ccccc2)cc1	-4	-4.0	99	102	-4	5	5	5	-3	0
23	Cc1nc2ccc(Cl)cc2c(-c2ccccc2Cl)c1CC(=O)O	-21	-0.3	105	97	-2	20	9	2	-6	1
24	O=S(=O)(c1ccc(N2CC=C(c3ccccc3)CC2)nc1)N1CCCC1	-3	-4.6	38	32	-5	5	-29	8	-2	0
25	COc1ccc(C(=O)N2CCCN(C)CC2)cc1S(=O)(=O)N1CCCc2ccccc21	-14	-4.0	91	87	-8	5	-4	16	0	2
26	Cc1sc2nc(SCC(=O)C(C)(C)C)n(Cc3ccco3)c(=O)c2c1C	-7	-4.9	18	15	-13	5	-49	-8	.	18*
27	COc1cccc(C2=CC(c3ccccc3)n3ncnc3N2)c1 (stereo not given)	-18	-0.6	98	95	-20	18	-33	27*	.	1
28	COc1cccc(-c2cc(C(=O)Nc3cc(C)nn3-c3ccccc3)no2)c1	5	-2.1	31	68	-4	2	-26	-9	0	1
29	CCOc1ccc(OCC)c(NC(=O)C2CCN(S(=O)(=O)c3cccnc3)CC2)c1	23	-3.0	85	88	-5	3	-50	-11	.	1
30	O=C(OCC(=O)N1CCCc2ccccc21)C1CCN(S(=O)(=O)c2cccs2)CC1	-11	-3.0	87	94	-16	6	-13	-2	0	1

Compounds 24 to 30, quoted:
nr	smiles	E-sel TNF inh	MRP-1 activ	HCT116 PTEN-null	bCat KO growth	Yeast life ext	Measles CPE	BB579 growth dn	GALR2 blocker	Phagocyt inh	NPY-Y2 antag
24	O=S(=O)(c1ccc(N2CC=C(c3ccccc3)CC2)nc1)N1CCCC1	-3	-4.6	38	32	-5	5	-29	8	-2	0
25	COc1ccc(C(=O)N2CCCN(C)CC2)cc1S(=O)(=O)N1CCCc2ccccc21	-14	-4.0	91	87	-8	5	-4	16	0	2
26	Cc1sc2nc(SCC(=O)C(C)(C)C)n(Cc3ccco3)c(=O)c2c1C	-7	-4.9	18	15	-13	5	-49	-8	.	18*
27	COc1cccc(C2=CC(c3ccccc3)n3ncnc3N2)c1 (stereo not given)	-18	-0.6	98	95	-20	18	-33	27*	.	1
28	COc1cccc(-c2cc(C(=O)Nc3cc(C)nn3-c3ccccc3)no2)c1	5	-2.1	31	68	-4	2	-26	-9	0	1
29	CCOc1ccc(OCC)c(NC(=O)C2CCN(S(=O)(=O)c3cccnc3)CC2)c1	23	-3.0	85	88	-5	3	-50	-11	.	1
30	O=C(OCC(=O)N1CCCc2ccccc21)C1CCN(S(=O)(=O)c2cccs2)CC1	-11	-3.0	87	94	-16	6	-13	-2	0	1

Further compounds
nr	smiles	E-sel TNF inh	MRP-1 activ	HCT116 PTEN-null	bCat KO growth	Yeast life ext	Measles CPE	BB579 growth dn	GALR2 blocker	Phagocyt inh	NPY-Y2 antag
31	O=C(O)c1c(F)c(F)c(F)c(F)c1-c1ccc(Cl)cc1	.	0.6	101	98	20	7	-72	0	0	2
32	C/C=C/C(=O)Nc1nnc(C(C)C)s1	1	-3.0	101	92	.	3	-31	1	.	1
33	CCOC(=O)c1[nH]nc(-c2c(O)cc(C)cc2O)c1-c1csc(C)n1	-1	0.4	104	108	-8	23	3	-14	1	7
34	Cc1nn2c(nc1=O)SCC(c1ccccc1)=N2	-8	-0.2	94	99	-11	5	-76	7	.	3
35	COc1ccc(OC)c(-c2cc(C(=O)Nc3c(C)n(C)n(-c4ccccc4)c3=O)no2)c1	.	-0.6	99	98	8	15	-49	-3	-2	-1
36	CCC(C(=O)Nc1cc(C)on1)c1ccccc1 (stereo not given)	11	-0.8	98	94	-13	33	-17	-11	-1	4
37	COc1ccccc1C(=O)NNC(=O)c1ccc(F)cc1	.	-3.1	80	93	-4	15	-9	-14	-9	4
38	Cc1ccc(/C=N\NC(=O)c2csnn2)cc1	-14	0.6	116	103	-13	6	-54	-1	.	-1
39	c1ccc(C2COC(c3cccs3)=N2)cc1 (stereo not given)	28	-2.9	94	97	-2	30	-31	-2	-3	-1
40	O=C(c1cnc(N2CCN(c3ncccn3)CC2)c2ccccc12)N1CCN(c2ccccn2)CC1	19	-4.2	44	60	-1	7	8	0	.	-2

nr	smiles	E-sel TNF inh	MRP-1 activ	HCT116 PTEN-null	bCat KO growth	Yeast life ext	Measles CPE	BB579 growth dn	GALR2 blocker	Phagocyt inh	NPY-Y2 antag
41	CS(=O)(=O)N(Cc1ccc(C(=O)NCCSCc2ccco2)cc1)c1ccccc1	9	-0.9	80	83	22	3	-67	8	-1	4
42	Cn1c(Cn2c(=O)sc3ccccc32)nnc1SCC(=O)NCc1ccc2c(c1)OCO2	0	-2.7	96	91	-4	30	-50	7	.	-3
43	CC1(C)C(=O)OC(c2ccco2)C(C)(C)C1=O (stereo not given)	3	-1.3	108	106	-21	4	-43	8	4	2
44	CC1=C(/C=C/C(=O)O)C(C)(C)CCC1	-4	-0.9	104	97	28*	2	-2	-3	-2	4
45	CC1CCN(S(=O)(=O)c2ccccc2[N+](=O)[O-])CC1	-7	-1.9	93	89	2	9	-25	-3	-8	3
46	Cn1c(=O)c2c(ncn2CC(=O)N/N=C/C(Br)=C/c2ccccc2)n(C)c1=O	.	-6.4	2.6*	2.4*	-2	3	-9	4	-11	3
47	c1ccc(-c2nnc(OCCN3CCOCC3)c3ccccc23)cc1	-20	-1.1	92	98	-7	6	-9	-3	1	2
48	Cc1ccc(C(O)P(=O)(OC2CCCCC2)OC2CCCCC2)cc1 (stereo not given)	5	-0.5	75	76	-9	11	-54	-5	1	7
49	COc1cccc(C2(O)CCN(C(=O)c3cccs3)CC2)c1	16	-0.6	90	96	-11	1	11	6	-1	0
50	CCOc1ccccc1OCCNC1CCCC1	2	-3.2	87	87	10	21	-22	-9	-2	5

nr	smiles	E-sel TNF inh	MRP-1 activ	HCT116 PTEN-null	bCat KO growth	Yeast life ext	Measles CPE	BB579 growth dn	GALR2 blocker	Phagocyt inh	NPY-Y2 antag
51	O=C(N/N=C/c1c(Cl)cccc1Cl)c1ccccc1F	-4	-0.8	85	89	-7	5	-24	6	-2	4
52	COC(=O)c1ccc(C(=O)OC)c(NC(=O)COC(=O)C23CC4CC(CC(O)(C4)C2)C3)c1	.	-2.0	66	63	-3	17	-51	-8	3	1
53	CC(C)(C)c1ccc(C(=O)Nc2ccc(C=C(C#N)C#N)cc2)cc1	.	-3.2	65	60	2	14	-37	1	-9	0
54	O=C(Nn1cnnc1)c1cc2c(s1)CCCCC2	20	-1.5	97	101	-8	3	-14	0	-4	4
55	CCN(CC)S(=O)(=O)c1ccc(-c2nnc(SCC(=O)Nc3ccc(OC)c(OC)c3)o2)cc1	4	-0.4	90	87	-15	29	-15	-4	-2	-1
56	O=C(NNC(=O)C1CCCO1)c1ccc(Br)cc1 (stereo not given)	.	-2.3	95	98	-2	17	5	15	-3	0
57	CN(C)S(=O)(=O)c1cc(NC(=O)COC(=O)Cc2ccc(Br)cc2)ccc1Cl	.	-0.9	97	101	4	4	-38	6	.	0
58	Cc1ccccc1-c1nnc(-c2ccccc2C)o1	-12	-2.6	77	80	.	19	-49	3	.	14

Compound activity as filed in PubChem BioAssay.
